PLK1 PBD inh – inhibitors of human PLK1 polo-box domain binding | P53350 | Plk1 PBD binding of FITC phosphopeptide, fluorescence polarization | Potency, µM, without a hit: max response, negative = inhibition, most hits filed as inhibitors | 360,000 tested, 2.8% active; also: potency is read from the fitted curve at half-maximal effect; series mostly up to about 57 µM; % is scaled to controls: 0 for no effect and ±100 for the full control effect; nearly all actives have a fitted effect of over 65% in size
EPAC2 antag – antagonists of human EPAC2. Q8WZA2. EPAC2 GEF exchange of Rap1B-BODIPY-GDP, fluorescence. Potency, µM (series often up to 114 µM), for inactives: top-dose activity, negative = inhibition, most hits filed as inhibitors. 360,000 tested, 0.18% active. AID 720708; also: potency is read from the fitted curve at half-maximal effect; % is scaled to controls: 0 for no effect and ±100 for the full control effect; nearly all actives have a fitted effect of over 45% in size; many of its hits are not listed in these tables
WRN helicase inh – inhibitors of human WRN helicase. Potency, µM (highest dose often 114 µM), for inactives: at the top dose activity change, negative = inhibition, actives largely listed as inhibitors. 360,000 tested, 0.46% active. Q14191. AID 651768. WRN helicase unwinding, fluorescent forked duplex, kinetic; also: potency is read from the fitted curve at half-maximal effect; % is scaled to controls: 0 for no effect and ±100 for the full control effect; nearly all actives have a fitted effect of over 55% in size
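WRN at 20 nM final preincubated with compound 15 min at room temperature; reaction started with 100 nM fluorophore/quencher forked duplex oligonucleotide and 2 mM ATP final. Unwinding followed kinetically by red fluorescence (ex 525, em 598 nm).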
Mm-Cpn inhibitor – inhibitors of Methanococcus maripaludis chaperonin (MmCpn); Potency, µM (top dose mostly 76.9 µM), for inactives: at the highest dose activity, negative = inhibition, actives largely listed as inhibitors; purified Mm-Cpn ATPase, ADP Transcreener TR-FRET; 330,000 tested, 0.031% active; also: potency is read from the fitted curve at half-maximal effect; % is scaled to controls: 0 for no effect and ±100 for the full control effect; nearly all actives have a fitted effect of over 80% in size
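TR-FRET (320 nm excitation; 590 and 665 nm emission) reports ADP made from 10 uM ATP by 25 nM enzyme; compounds were preincubated 10 min, reaction run 30 min, both at 37°C.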
CCT modulator – modulators of cytosolic chaperonin (CCT/TRiC) activity. purified chaperonin ATPase assay, HTRF ADP detection, 30 min. activity change, % (no concentration beside the values), hits read low. 360,000 tested, 0.3% active. AID 651819; in the data active = activity change below about -30%; also: % is scaled to controls: 0 for no effect and ±100 for the full control effect
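TRiC at 40 or 20 nM final (batch-dependent) in 30 mM Tris pH 7.4, 100 mM KCl, 5 mM MgCl2, 1 mM DTT, with compound at single 76 uM and 10 uM ATP, 30 min at 37 deg C. ADP detected by HTRF Transcreener, 665/615 ratio.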
EPAC1 antagonist – antagonists of human EPAC1 | AID 720709 | EPAC1 GEF assay, Rap1b-BODIPY-GDP exchange fluorescence | Potency, µM (highest dose often 115 µM), for the others: at the highest dose activity change, negative = inhibition, hits mostly inhibitors | 360,000 tested, 0.14% active;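 also: potency is read from the fitted curve at half-maximal effect; plate controls were vehicle for no effect and positive control for full effect; nearly all actives have a fitted effect of over 50% in size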
Target sequence (O95398 whole entry, looked up): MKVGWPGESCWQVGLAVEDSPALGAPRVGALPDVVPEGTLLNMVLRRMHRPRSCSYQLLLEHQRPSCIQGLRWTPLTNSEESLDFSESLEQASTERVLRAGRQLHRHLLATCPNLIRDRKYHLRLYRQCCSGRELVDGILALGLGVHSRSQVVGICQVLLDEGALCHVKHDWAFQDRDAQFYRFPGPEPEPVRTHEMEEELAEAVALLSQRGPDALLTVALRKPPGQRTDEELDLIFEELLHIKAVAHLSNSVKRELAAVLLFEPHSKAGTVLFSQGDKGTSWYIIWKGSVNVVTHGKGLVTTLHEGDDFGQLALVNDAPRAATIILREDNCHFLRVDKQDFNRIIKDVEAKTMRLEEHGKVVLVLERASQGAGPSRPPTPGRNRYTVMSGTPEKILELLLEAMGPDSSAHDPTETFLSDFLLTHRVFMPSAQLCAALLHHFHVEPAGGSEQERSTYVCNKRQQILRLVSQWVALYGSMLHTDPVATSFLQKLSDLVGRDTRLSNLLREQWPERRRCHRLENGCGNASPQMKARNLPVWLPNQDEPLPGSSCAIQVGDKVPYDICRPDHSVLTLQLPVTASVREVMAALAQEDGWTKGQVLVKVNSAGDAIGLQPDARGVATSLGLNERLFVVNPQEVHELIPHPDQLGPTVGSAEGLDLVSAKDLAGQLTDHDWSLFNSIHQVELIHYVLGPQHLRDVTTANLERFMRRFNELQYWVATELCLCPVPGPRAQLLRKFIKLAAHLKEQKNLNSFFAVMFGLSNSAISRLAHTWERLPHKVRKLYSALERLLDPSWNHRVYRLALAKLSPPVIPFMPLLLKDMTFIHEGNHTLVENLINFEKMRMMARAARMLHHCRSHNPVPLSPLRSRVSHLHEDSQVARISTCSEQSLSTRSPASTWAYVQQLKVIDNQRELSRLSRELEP
PI5P4Ka inh – blocks human PI5P4K alpha kinase activity. P48426. PI5P4Kalpha enzyme, ADP-Glo luminescence, 60 min; active compounds read low. max response, %. 330,000 tested, 1.2% active; active = max response of -50% or lower; inconclusive = between -30% and -50%; inactive = -30% or higher; also: value at the top dose of about 77 µM; % is scaled to controls: 0 for no effect and ±100 for the full control effect
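PI5P4Kalpha ADP-Glo assay; 5 microM ATP final; 60 min RT reaction; HEPES pH 7.4/EGTA/CHAPS, 5% DMSO; controls lacking substrate or enzyme; luminescent end-point.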
EPAC1 ag – agonists of human EPAC1; O95398; EPAC1 agonist qHTS, biochemical assay; response scale: 100% = response to 6.5 mM cAMP; Potency, µM (series often up to 154 µM), for the others: at the highest dose activation, most hits filed as activators; 360,000 tested, 0.073% active; AID 720707; also: potency is read from the fitted curve at half-maximal effect; nearly all actives have a fitted effect of over 60% in size
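Fluorescent GDP-exchange assay: 100 nM EPAC1 with 250 nM Rap1B preloaded with BODIPY-GDP and 50 uM GDP; compounds tested as concentration series, 5 min at room temperature, then read every 5 min for 30 min (ex 480/em 540 nm); normalized to 6.5 mM cAMP.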
* = called active by the depositor; ? = inconclusive; . = no result given; [ ] = remark or other dose. Unless noted, calls follow the shape of the dose curve; as a rule, active = well fitted curve in the direction sought with a large enough effect; inconclusive = small, poorly fitted or top-dose-only effect, or another doubt; inactive = no such curve, though single readings can be large; an effect the other way counts as inactive or inconclusive. These rows are one share of the data; rates above refer to the full screens.

SMILES	PLK1 PBD inh	EPAC2 antag	WRN helicase inh	Mm-Cpn inhibitor	CCT modulator	EPAC1 antagonist	PI5P4Ka inh	EPAC1 ag
COc1ccc(C)cc1NS(=O)(=O)c1ccc2c(c1)N(C(C)=O)CCO2	-6.4%	0.8%	5.8%	2.0%	0.9	-8.5%	-0.8	-16.2%
COc1ccc(C(CNC(=O)CNC(=O)c2cccc(C)c2)N2CCCCC2)cc1 (configuration not stated)	-0.7%	9.7%	-1.9%	.	-0.7	10.3%	1.1	-8.2%
COC(=O)c1c(NC(=O)COC(=O)C2CCC2)sc(C)c1C	-1.0%	-26.2%	-6.0%	2.2%	-2.1	-4.1%	12.1	14.7%
Cc1ncc(CO)c2c1OC(C)(C)OC2	-10.4%	-1.4%	-4.9%	0.7%	-0.3	-1.5%	.	2.2%
Cc1ccc(C)c(CN2C(=O)CSc3ccc(C(=O)NCCN4CCOCC4)cc32)c1	1.7%	-7.5%	-5.1%	-13.4%	2.3	7.0%	-10.2	-12.7%
CCc1ccc(NC(=O)CC2NCCNC2=O)cc1 (configuration not stated)	-6.1%	12.6%	1.1%	-1.6%	2.3	-6.3%	.	-6.0%
N=C1C(c2nc3ccccc3[nH]2)=C(O)CN1NC(=O)c1c[nH]c2ccccc12	0.9%	-6.1%	-8.5%	-2.9%	-0.6	-6.7%	4.1	5.0%
CCS(=O)(=O)N1Cc2ccccc2CC1C(=O)Nc1nnc(SCc2ccc(F)cc2)s1 (configuration not stated)	-2.6%	3.7%	-32.9%[57.1 µM]	-14.3%	-6.3	-11.2%	?	-1.5%
CCOC(=O)C1=NN(N=O)C2(CC(=O)N(c3cc(C)cc(C)c3)C2=O)C1 (configuration not stated)	-18.4%	-2.8%	-17.2%	0.5%	-1.1	-2.8%	.	5.2%
CN(Cc1c(F)cccc1Cl)C(=O)CNC(=O)c1sc2ccccc2c1Cl	-10.0%	-16.3%	-17.3%	0.3%	1.6	-9.2%	5.0	-36.1%[inhibitor]
CCO[C@H]1OC(C(=O)O)=C[C@@H](c2ccc3c(c2)OCO3)[C@@H]1CCCO	-14.5%	7.2%	1.0%	.	-0.1	-9.6%	-4.6	14.3%
O=C(NCC(O)COc1ccc([N+](=O)[O-])cc1)c1ccccc1 (configuration not stated)	-10.7%	-3.1%	2.7%	2.0%	-3.4	-16.6%	4.5	1.6%
CNC[C@@H]1Oc2ccc(NS(=O)(=O)c3ccc(Cl)cc3)cc2C(=O)N([C@H](C)CO)C[C@@H]1C	-11.6%	-9.5%	-3.1%	0.1%	1.4	-6.2%	1.9	-10.9%
Cc1ccc(C)c(OCC(=O)NC2CCCCCC2)c1	0.8%	-3.1%	-9.2%	0.4%	-0.7	-16.5%	-1.7	-3.6%
CC(C)CCn1nc(C(=O)OC(C)C(=O)NC(N)=O)c2ccccc2c1=O (configuration not stated)	-1.4%	5.0%	6.2%	1.2%	-2.3	7.2%	.	6.3%
COc1ccc(NS(=O)(=O)c2cn(C)cn2)cc1OC	6.7%	8.6%	5.9%	-1.1%	-2.2	4.5%	-9.1	-19.8%
COc1ccc(Nc2nc(-c3ccccc3)nc3ccccc23)c(OC)c1	-4.7%	-5.2%	-11.8%	4.8%	-2.2	-13.6%	35.4	19.7%
Cc1ccc(C)c(C(O)c2ncc(-c3ccccc3Cl)[nH]2)c1 (configuration not stated)	-3.1%	-5.3%	-5.6%	.	1.4	-6.5%	9.9	3.0%
Cc1ccc2oc(=O)cc(CN3CCN(Cc4ccccc4)CC3)c2c1	1.0%	3.6%	-4.2%	3.1%	-11.7	-10.3%	3.0	3.2%
Cc1ccc(C)c(NC(=S)N2CCCC2)c1	0.1%	5.3%	-4.5%	-1.4%	-0.8	-24.1%	4.0	2.5%
C/C=C(/C)C(=O)Nc1cccc(C2=NOC3(C2)C[C@@H](C(N)=O)N(C(=O)/C=C/CC)C3)c1 (some centres not stated)	1.7%	26.2%	1.4%	2.6%	-1.5	-3.9%	0.0	-5.3%
O=C(NCCc1ccccc1)C1CCCN(c2ncnc3c2nc2n3CCCCC2)C1 (configuration not stated)	0.3%	-3.2%	-1.6%	0.0%	0.1	-18.9%	0.4	-9.3%
COc1cc(-c2noc(C)c2C(=O)NCCCN2CCCC2=O)cc(OC)c1OC	-19.8%	7.1%	0.2%	2.2%	0.5	-6.9%	1.2	1.1%
CC(C)CNS(=O)(=O)c1ccc(S(=O)(=O)N2CCCN(Cc3ccccc3)C2)cc1	-3.3%	2.4%	1.6%	3.6%	-1.6	-1.6%	.	-4.3%
O=c1[nH]cc(S(=O)(=O)N2CCN(c3cccc(C(F)(F)F)c3)CC2)c(=O)[nH]1	3.4%	14.4%	-0.8%	-1.9%	-0.5	-16.2%	1.9	10.3%
CSc1nc(C)c(CCOCc2ccc(F)cc2)c(=O)[nH]1	-12.4%	-10.0%	-0.1%	-3.8%	-2.8	-1.3%	1.8	-0.3%
COCCN(C(=O)c1ccco1)c1nnc(-c2ccc(OC)cc2)s1	-6.4%	-2.2%	-1.5%	-17.8%	-2.0	-10.8%	-1.3	-5.1%
CCN1CCN(S(=O)(=O)c2ccc(S(=O)(=O)N(CC)Cc3ccccc3)cc2)CC1	-7.4%	-0.4%	-3.5%	-1.5%	0.0	13.7%	.	7.2%
COc1ccccc1C(=O)NCC(=O)NC(C)c1ccc(-n2ccnc2)cc1 (configuration not stated)	3.4%	-0.5%	-20.5%	0.5%	-4.0	3.6%	-12.4	2.9%
CCCN(CCC)CCCNC(=O)c1cn(C)c2ccc(S(=O)(=O)N(C)C3CCCCC3)cc2c1=O	-5.1%	2.2%	5.5%	0.5%	3.0	3.3%	0.0	-13.7%
Cc1ccc(S(=O)(=O)Nc2cc(=O)[nH]c(SCC(=O)Nc3ccccc3Cl)n2)cc1	-1.8%	-12.2%	-3.5%	-1.7%	1.8	-21.1%	-1.0	4.8%
COc1ccc(CCCc2nnc(SCC(=O)Nc3nc(C)cs3)n2C)cc1	-3.9%	3.0%	10.2%	-0.7%	-1.5	2.6%	.	5.3%
CC(=O)c1c(C)[nH]c(C(=O)OCC(=O)NC(C)c2ccccc2)c1C (configuration not stated)	-8.6%	13.9%	8.0%	.	-0.4	1.8%	0.8	-6.7%
Cc1noc(C)c1S(=O)(=O)Nc1ccc2c(c1)C(=O)N([C@H](C)CO)C[C@H](C)[C@@H](CN(C)C(=O)Nc1ccccc1)O2	-15.8%	-2.5%	-5.2%	0.6%	-3.5	1.1%	0.1	-0.6%
COCc1cc(=O)[nH]c2cc(NC(=O)C3CC3)c(C)cc12	1.9%	4.3%	-1.5%	1.0%	-0.8	3.4%	2.1	7.1%
Cc1cc(-c2cccc([N+](=O)[O-])c2)nc2ccccc12	-13.3%	10.1%	1.7%	-1.0%	1.8	-20.9%	0.6	0.2%
CC1CCc2cc(F)cc3c(O)c(C(=O)NCc4ccco4)c(=O)n1c23 (configuration not stated)	0.3%	13.3%	-7.6%	-1.2%	2.1	0.7%	12.5	-5.1%
CN(C)CCCNCCNC(=O)/C=N\O	-4.5%	12.2%	66.8%[activator]	-0.1%	2.4	5.8%	.	8.6%
COc1ccc(OC)c(NC(=O)NNC(=O)c2cc3occc3[nH]2)c1	2.0%	23.3%	5.4%	2.5%	-68.3*	0.5%	-3.8	-11.3%
O=C(NCc1n[nH]c(=S)n1-c1cccc(Cl)c1)c1ccc(S(=O)(=O)N2CCCC2)cc1	-7.8%	-2.4%	-9.0%	-1.5%	-1.9	1.5%	.	6.0%
CC(C)(C)C(=O)CSc1ccc(S(=O)(=O)N2CCCC2)cn1	-20.7%	-2.7%	-0.7%	-2.6%	-0.6	-7.8%	-15.0	-4.5%
CC(=O)Nc1cc(NC(C)=O)cc(C(=O)NCC2(N3CCOCC3)CCCCC2)c1	-7.1%	-4.3%	-26.0%	-0.5%	-3.0	-11.4%	-22.1	8.6%
O=C(CCC(=O)Nc1ccc(Br)cc1)N/N=C/c1ccccc1O	-2.1%	-1.5%	8.4%	-7.1%	1.2	15.9%	0.1	11.7%
O=C(NCC1(O)CCCCC1)C1CCC(=O)N(Cc2ccccc2F)C1 (configuration not stated)	-0.6%	3.2%	-3.3%	1.2%	-0.9	-2.6%	-5.0	4.3%
COc1ccc(C(C(=O)NC2CCCCC2)N(Cc2ccco2)C(=O)CNC(=O)c2ccco2)cc1 (configuration not stated)	1.0%	2.1%	4.2%	.	0.2	7.0%	-0.2	-2.7%
Cc1ccc(OCCC(=O)Nc2ccc3c(c2)OCCCO3)cc1	3.5%	9.6%	-7.7%	-1.6%	-3.3	-23.3%	-3.5	9.9%
COc1ccc(OCCCC(=O)OC(C)C(=O)Nc2ccc(NC(C)=O)cc2)cc1 (configuration not stated)	-16.0%	-3.9%	-19.3%	-0.6%	-3.9	-2.0%	0.6	-16.2%
COc1ccc(CC(=O)NNC(=O)c2cccs2)cc1OC	-7.7%	9.8%	0.9%	1.1%	0.0	17.7%	1.2	3.4%
COc1ccc(CC2(C)OC(c3ccccc3)=NN2C(C)=O)cc1 (configuration not stated)	-0.2%	3.2%	-0.5%	0.3%	0.8	-10.1%	0.6	-13.0%
C#CCN(C[C@@H]1[C@@H](OC(=O)NCc2ccc(OC)c(OC)c2)[C@@H](OC(=O)NCc2ccc(OC)c(OC)c2)Cn2c(=O)n(CCCCCC)c(=O)n21)S(=O)(=O)c1ccc(C)cc1	0.2%	-10.0%	-12.4%	.	0.6	-28.5%	9.2	-4.3%
CC1CCc2sc(C(=O)OCC(=O)NCc3ccccc3)cc2C1 (configuration not stated)	30.0%[activator]	-10.7%	-10.8%[57.1 µM]	2.5%	1.2	-2.2%	-1.4	1.3%

Compound profiles, as listed above. Order of screens: PLK1 PBD inh	EPAC2 antag	WRN helicase inh	Mm-Cpn inhibitor	CCT modulator	EPAC1 antagonist	PI5P4Ka inh	EPAC1 ag
Listed for `COc1ccc(CC2(C)OC(c3ccccc3)=NN2C(C)=O)cc1` (configuration not stated) = -0.2%	3.2%	-0.5%	0.3%	0.8	-10.1%	0.6	-13.0%
Listed for `COc1ccc(CC(=O)NNC(=O)c2cccs2)cc1OC` = -7.7%	9.8%	0.9%	1.1%	0.0	17.7%	1.2	3.4%

Assay outcomes: PubChem, National Center for Advancing Translational Sciences (NCATS)
